# DENV2 CPE – DENV2-induced cell death inhibition; DENV2-infected cells, cytopathic effect rescue, plate reader; CPE inhibition, % at 9.99 µM; 350,000 compounds, 1.7% hits; AID 651640; in the data active = CPE inhibition above about 20%, passing the limit was not always enough; inconclusive = no clear call, values can overlap the other calls; tested in BHK-21 cells;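 also: 0% = median of neutral control wells and 100% = median of positive control wells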
# CASP6 VEID inh – blocks human caspase-6 cleavage activity; P55212; purified caspase-6, Z-VEID-R110 cleavage fluorescence; inhibition, % at 12.5 µM; 350,000 compounds, 0.53% hits; AID 686996;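 active = mean inhibition across replicates at least about 35%, with every replicate also reaching that limit, limit read from the data; inconclusive = only one of the two criteria met; inactive = neither criterion met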;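 also: 0% = median of neutral control wells and 100% = no fluorescence left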
# Target sequence (P55212 24-179 limits assumed): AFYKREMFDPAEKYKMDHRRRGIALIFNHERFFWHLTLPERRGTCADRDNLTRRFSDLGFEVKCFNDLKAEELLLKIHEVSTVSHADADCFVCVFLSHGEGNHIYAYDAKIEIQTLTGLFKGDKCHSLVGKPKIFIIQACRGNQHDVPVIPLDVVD
# Target sequence (P55212 194-293 limits assumed): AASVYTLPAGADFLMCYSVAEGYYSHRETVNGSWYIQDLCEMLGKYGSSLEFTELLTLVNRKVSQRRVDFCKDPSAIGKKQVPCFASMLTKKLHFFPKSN
# RAD54 inh – inhibitors of human RAD54 branch migration | RAD54 Holliday junction branch migration, FAM/BHQ fluorescence | inhibition, % at 10.4 µM | 360,000 compounds, 0.14% hits | Q92698;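 active = mean normalized replicate activity at least 40 and at least half of replicates scoring 40 or more; inconclusive = only one of the two criteria met; inactive = mean below 40 and under half of replicates reaching 40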;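 also: 0% = median of neutral control wells and 100% = median of positive control wells; inhibitors cause a drop in the FAM fluorescence signal; in these data hits start at about 50%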
# CFTR F508del cor – CFTR F508del correction in bronchial cells; CFBE cells, YFP halide quenching; stimulated with forskolin plus potentiator P3; % fluorescence drop versus neutral controls; activity (quench increase), % at 7.58 µM; 350,000 compounds, 0.36% hits; AID 720511;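 active = mean added fluorescence quench of at least 8% versus neutral control, with both replicates also reaching 8%; inconclusive = only one of the mean or replicate conditions met; inactive = mean below 8% and not both replicates reaching 8%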;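 also: cells transiently co-express mutant CFTR-F508del with the halide-sensitive YFP; corrector assay measuring rescue of mutant channel to the surface after 24 h compound exposure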
# E-selectin induc – E-selectin induction on HUVECs. P16581. HUVEC E-selectin immunofluorescence imaging; normalized: neutral wells 0, TNF-alpha wells 100. activation, % at 7.58 µM. 260,000 compounds, 0.37% hits;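 active = mean E-selectin-positive cell signal at least 10% of the positive control, reached in at least 60% of replicates, without over 20% cell loss; inconclusive = no rule given, readout overlaps actives, possibly toxicity-flagged; inactive = the rest, including those meeting only one limit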;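 also: in these data hits start at about 27%; measured in HUVEC primary endothelial cells; signal is the percent of cells scored E-selectin positive by PE staining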
#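 Material: HUVEC primary endothelial cells; Amount: 3,000 cells per well; Dosing: single concentration; Medium: EGM-2 growth medium on 0.1% gelatin-coated wells; Read-out basis: percent E-selectin-positive cells; Signal: immunofluorescence imaging; Control set: TNF-alpha, DMSO.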
# RAD52 anneal inh – RAD52 (human) annealing inhibition | P43351 | recombinant RAD52 DNA annealing, FRET fluorescence | inhibition, % at 18.7 µM | 360,000 compounds, 0.46% hits | AID 651710;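 active = every replicate showing at least 50% inhibition; inconclusive = mean inhibition at least 50% but not in every replicate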
# Target sequence (P43351 whole entry, looked up): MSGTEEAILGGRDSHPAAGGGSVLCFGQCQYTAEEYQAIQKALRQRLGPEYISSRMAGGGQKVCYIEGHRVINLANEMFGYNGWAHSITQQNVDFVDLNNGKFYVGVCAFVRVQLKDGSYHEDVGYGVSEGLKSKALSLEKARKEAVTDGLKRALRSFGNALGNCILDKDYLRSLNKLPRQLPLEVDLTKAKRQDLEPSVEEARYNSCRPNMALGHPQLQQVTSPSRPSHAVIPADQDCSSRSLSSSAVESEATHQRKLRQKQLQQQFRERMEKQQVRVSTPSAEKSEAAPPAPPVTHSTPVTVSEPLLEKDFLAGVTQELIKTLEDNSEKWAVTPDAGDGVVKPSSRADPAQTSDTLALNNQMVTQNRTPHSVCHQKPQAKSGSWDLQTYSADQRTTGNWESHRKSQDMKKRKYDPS
# INS-1E GSIS act – primary screen for activators of insulin secretion dependent on glucose, INS-1E cells, GLuc reporter luminescence; INS-1E GLuc reporter insulin secretion, 2-3 h; 370,000 compounds, 0.61% hits; activation, % at 16.6 µM;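 active = lowest replicate activation of at least 40%, so every replicate reaches that level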;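 also: 0% = median of neutral control wells and 100% = median of IBMX positive control wells; some compounds called inactive have numbers as strong as hits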
# Xi reactivation – X-chromosome reactivation activator. XiGFP mouse fibroblasts, % GFP-positive cells imaging, 3 d; cells co-treated with 5-aza-dC sensitizer; scaled so ellipticine positive control = 100%. activation, % at 7.58 µM. 360,000 compounds, 0.055% hits;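 active = mean normalized replicate activation at least 10% and every replicate at or above 10%; inconclusive = only one of the two criteria met; inactive = mean below 10% and not all replicates reach 10%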;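 also: 0% = median of on-plate neutral control wells and 100% = ellipticine 6 µM median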
#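 Material: XiGFP fibroblasts, SV40-immortalized. Buffer or medium: DMEM plus 5-aza-dC sensitizer. Compound: single concentration per compound, delivered by pin transfer. Times: 3 days compound exposure. Controls: ellipticine 6 µM.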
# An asterisk follows results filed as active; ? = inconclusive; . = no result given.
SMILES,DENV2 CPE,CASP6 VEID inh,RAD54 inh,CFTR F508del cor,E-selectin induc,RAD52 anneal inh,INS-1E GSIS act,Xi reactivation
Cc1ccc(C(=O)Nc2nc(C(N)Cc3ccc(C(F)(F)F)cc3)cs2)cc1 (stereo not drawn),?,-2.0,-1.5,0.4,0.1,-46.9,0.3,0.2
C[C@@H]1CCCCO[C@H](CN(C)Cc2ccc(C(F)(F)F)cc2)[C@@H](C)CN([C@H](C)CO)C(=O)c2cc(NS(=O)(=O)c3cccs3)ccc2O1,-4.9,4.0,-4.6,0.9,-0.1,-12.1,-17.2,-0.2
C[C@@H]1CN([C@@H](C)CO)C(=O)c2cc(NC(=O)Cc3ccccc3)ccc2O[C@@H]1CN(C)Cc1ccc(Cl)c(Cl)c1,5.2,0.9,-15.6,-0.3,34.9*,-5.7,-24.6,0.0
COc1cccc(-c2nc(C(N)=O)c3[nH]c(=O)n(-c4ccccc4)c3n2)c1OC,?,-0.5,13.1,-3.4,0.3,-5.1,-5.9,0.1
O=C1CCN(S(=O)(=O)c2ccccc2)CCN1CCOCc1ccc(F)cc1,4.1,-8.9,2.4,1.5,-0.1,-1.3,13.7,0.1
COCC(=O)N(C)C[C@@H]1Oc2cc(-c3cccnc3)ccc2S(=O)(=O)N([C@H](C)CO)C[C@@H]1C,-2.3,-2.7,5.0,-3.1,0.3,5.5,11.3,-0.8
Cc1ccccc1CC(=O)N1CCN(S(=O)(=O)c2ccc(Cl)s2)CC1,-3.2,0.3,.,5.4,-0.2,-19.5,-33.1,0.1
C[C@H]1CCC(=O)N([C@H](COc2ccccc2)Cc2ccccc2)CC1,-1.6,-2.2,-6.6,2.1,.,10.6,.,0.2
COc1ccccc1N1CCN(C(=O)Cc2c(C(=O)O)[nH]c3ccc(Cl)cc23)CC1,.,2.1,.,-2.5,.,-5.2,7.3,0.1
O=C(C[C@H]1CC[C@H](NC(=O)C2CC2)[C@@H](CO)O1)NC1CCC1,3.4,-0.7,3.5,0.3,-0.1,-15.6,-9.6,0.3
O=C(CC1NCCc2ccccc21)Nc1ccc(Cl)cc1 (stereo not drawn),-1.9,-1.2,.,0.3,3.5,-46.7,-8.0,0.0
Cc1cccc2c3c([nH]c12)C(=O)CC(C)(C)S3,-5.3,-0.2,-8.7,-0.1,.,-7.4,3.4,-0.1
NC(=O)c1cccc2ccccc12,0.0,1.5,-10.2,-2.6,-0.4,-3.8,-9.9,0.0
CC1C(=O)NC(=O)C1c1ccccc1 (stereo not drawn),-1.4,-3.2,.,-2.0,-0.4,0.9,-3.2,0.1
Cc1ccc(NS(=O)(=O)c2cccc(C(=O)NCCCN3CCOCC3)c2)cc1,3.5,-3.6,-1.1,1.3,-0.2,-4.2,25.2,0.0
C/C=C/c1ccc([C@@H]2[C@H](CO)N3C(=O)CN(C(=O)Nc4ccc(OC)cc4)C[C@@H]23)cc1,?,-1.4,.,1.5,0.2,6.0,4.7,0.2
Cc1ccc(C)c(NC(=O)C(c2ccccc2)N2CCN(CC(=O)N3CCOCC3)CC2)c1 (stereo not drawn),-1.7,0.8,-5.7,-2.1,-0.7,3.4,6.7,0.0
COc1cc(OC)c(C(=O)OCC(=O)NC23CC4CC(CC(C4)C2)C3)cc1OC,-1.4,-0.4,1.7,1.2,.,-13.0,18.2,0.2
COc1ccc(NS(=O)(=O)c2cc(NC(=O)c3ccc(=O)[nH]c3)ccc2N2CCCC2)cc1,-3.7,5.7,-4.8,-4.2,1.8,-8.0,0.0,0.0
N#CCCN(C(=O)CN1CCN(S(=O)(=O)c2ccc3c(c2)OCCO3)CC1)c1ccc(F)cc1,-0.8,0.6,-9.2,0.6,3.9,-10.4,-0.1,0.3
Cc1sc2nc3c(C(=O)N4CCCC4)cc(C(=O)c4ccccc4O)cn3c(=O)c2c1C,1.3,-0.7,1.0,0.9,0.3,-85.9,9.0,0.2
COc1cc2c(cc1O)C=[N+](Cc1cc3c(cc1Br)OCO3)CC2,-4.8,-10.4,4.5,-2.3,.,11.7,.,.
Cc1ccc(CN2CCNC(=O)C2CC(=O)N(C)CCc2cnn(C)c2)cc1 (stereo not drawn),-13.7,-2.9,4.0,-2.0,0.3,-24.3,2.1,0.2
CCOc1ccccc1NC(=O)NCc1ccc(F)cc1,1.5,2.2,-1.6,-0.6,.,-9.8,-7.3,0.4
CC(C)CC(NC(=O)CNC(=O)C1O[C@@H]2OC(C)(C)O[C@@H]2[C@H]2OC(C)(C)O[C@@H]12)C(=O)O (stereo partly drawn),-6.3,9.3,-31.5,-1.0,1.1,5.7,10.9,0.0
COCC#Cc1ccc2c(c1)O[C@H](CN(C)C(=O)Nc1ccc(OC)cc1)[C@H](C)CN([C@@H](C)CO)S2(=O)=O,2.7,2.9,5.7,0.5,0.5,-5.5,-4.0,-1.3
COc1ccc(C(=O)COC(=O)c2ccc3c(c2)NC(=O)CS3)c(OC)c1,-1.6,2.4,6.4,-0.8,.,-6.7,22.3,0.0
CCC(=O)Nc1ccc2nc(C)n(CC(=O)Nc3ccccc3)c(=O)c2c1,-14.8,0.4,-2.5,.,.,-11.7,0.9,.
Cc1cccnc1NC(=O)C(C)N1C(=O)c2ccccc2C1=O (stereo not drawn),4.6,0.3,6.8,0.4,3.2,-1.8,22.4,0.0
COc1ccc(NC(=O)CSCC(=O)N2c3ccccc3CCc3ccccc32)cc1,-4.4,2.9,.,-2.6,.,-5.6,1.4,0.1
CC(=O)c1cccc(NC(=O)COc2cc3oc(=O)c(CC(C)O)c(C)c3cc2Cl)c1 (stereo not drawn),7.5,0.9,.,0.0,0.4,1.4,15.1,0.1
Cc1nc2ncnn2c(C)c1Cc1cccc(F)c1,-1.5,-0.7,-6.6,0.5,0.3,-10.0,-4.5,-0.5
COc1ccc(C#Cc2ccc([C@H]3[C@@H](CO)N4CCCCN(S(=O)(=O)c5cn(C)cn5)C[C@@H]34)cc2)cc1,-5.6,0.6,-13.3,1.3,-0.3,22.7,-21.6,0.1
Cc1ccc(C2NC(=O)c3ccccc3O2)cc1 (stereo not drawn),-2.1,1.4,5.9,-0.7,.,-15.3,-1.7,0.6
O=C(Nc1ccccc1F)C1CCCN1S(=O)(=O)c1cccc2nsnc12 (stereo not drawn),5.1,1.9,7.3,-1.6,.,-6.2,13.2,-0.1
CCC(=O)N[C@@H]1CC[C@H](CCNC(=O)Nc2ccc(F)cc2)O[C@H]1CO,-1.6,-1.2,2.2,-4.7,-0.4,19.9,2.8,0.0
O=C(C[C@H]1CC[C@@H]2NC[C@@H](O)COC[C@H]2O1)NC1Cc2ccccc2C1,-2.0,-0.5,4.9,1.3,0.3,-7.5,17.0,0.1
Cc1[nH][nH]c(=O)c1N=Nc1ccccc1C#N,4.3,0.9,.,-1.4,.,-4.1,-2.0,0.0
COc1ccc(-c2ccccc2[C@H]2[C@@H](C#N)N(C(=O)C3CCOCC3)[C@H]2CO)cc1,-6.5,3.2,.,-0.3,0.0,-2.3,-11.0,0.0
C[C@@H]1CN([C@@H](C)CO)C(=O)c2cc(C3=CCCC3)cnc2O[C@H]1CN(C)Cc1cccc(F)c1,-7.7,-3.0,1.0,-1.0,0.0,35.6,-13.9,-1.0
CO[C@H](CN(C)C(=O)c1cnccn1)[C@H](C)CN([C@@H](C)CO)S(=O)(=O)c1ccc(F)cc1,-2.0,-1.3,-3.0,-1.3,0.3,1.5,1.7,0.0
Cc1ccc(C(O)c2ncc(-c3ccc4ccccc4c3)[nH]2)cc1F (stereo not drawn),-13.0,-0.5,4.2,-2.5,0.3,-22.6,-15.8,-0.1
O=C(c1ccncc1)N1CCN(S(=O)(=O)c2cc(C(F)(F)F)cc(C(F)(F)F)c2)CC1,2.3,-0.2,-19.7,2.2,.,-7.2,-4.2,0.9
CCC(=O)Nc1ccc2c(c1)C(=O)N(C)C[C@@H](OC)[C@@H](C)CN(Cc1ccccc1F)[C@H](C)CO2,7.1,-1.2,-4.7,0.2,0.0,-6.6,-16.9,0.4
COc1cc(CNCCc2ccccc2)cc(Cl)c1OCc1ccccc1,-16.1,1.0,17.0,-13.0,.,19.5,122.2*,0.3
O=C(NCc1n[nH]c(=S)n1-c1cccc(Cl)c1)c1ccc(S(=O)(=O)N2CCCCC2)cc1,0.7,2.6,0.2,-1.2,.,-0.4,17.4,0.1
COc1cc(C2c3c(oc4ccccc4c3=O)C(=O)N2c2ccc(C)cn2)ccc1O (stereo not drawn),-12.1,1.4,-2.1,2.3,.,0.7,-3.0,0.0
Cc1ccccc1-c1ccccc1N,4.3,-0.8,-11.8,-2.4,.,-9.4,5.3,0.0
Cc1ccc(CN2CCN(/N=C/c3ccc(C)s3)CC2)cc1,.,.,-1.7,.,-0.3,.,2.4,-0.1
CCOC(=O)c1cc2c(=O)n3cccc(C)c3nc2n(CCOC)c1=NC(C)=O,-14.2,-1.2,19.3,0.2,-0.3,-8.3,13.9,0.0
O=C(Nc1ccccc1F)N1CC(=O)N2[C@H](C1)[C@H](c1ccc(C#Cc3ccccc3)cc1)[C@@H]2CO,2.9,0.9,.,-0.4,-0.1,-10.2,4.0,0.0
C[C@@H](NC(=O)c1nc[nH]c1C(=O)N[C@@H](Cc1ccccc1)C(=O)OCc1ccccc1)c1ccccc1,1.5,-6.2,-4.2,1.8,0.1,0.0,-6.6,0.1
CC(C)CCN(CCC(C)C)C(CO)(CO)CO,6.6,0.0,.,.,.,-4.9,7.6,0.0
CN(Cc1ccccc1)C(=O)COC(=O)C1CCN(S(=O)(=O)c2cccs2)CC1,-1.2,-2.3,.,-4.5,.,11.7,-5.4,0.0
C[C@H](CO)N1C[C@H](C)[C@H](CN(C)C(=O)Nc2ccc3c(c2)OCO3)Oc2ncc(C#CC3(O)CCCC3)cc2C1=O,8.3,4.2,4.7,1.7,0.5,6.3,7.9,0.4
CCN1CCN(CC(O)COc2ccc(C(C)=O)cc2)CC1 (stereo not drawn),-11.1,-10.8,-6.5,-1.3,.,-8.8,4.2,0.1
CCCC(=O)Nc1ccc2c(c1)C(=O)N(C)C[C@@H](OC)[C@H](C)CN(C(=O)c1ccncc1)[C@@H](C)CO2,-1.8,-0.2,1.7,0.3,0.2,-9.4,8.2,-0.3
Cc1c(C(=O)N2CCCCC2)nn(-c2ccc(Cl)cc2)c(=O)c1C#N,2.0,-4.0,6.8,-0.9,-0.2,-12.4,-9.5,0.4
COc1ccc(S(=O)(=O)N2CCCCN3[C@H](CO)[C@@H](c4ccc(C#CC5CC5)cc4)[C@H]3C2)cc1,4.1,-0.1,2.2,-0.5,-0.4,-12.0,16.4,0.2
COc1ccc(-c2cnnc(N/N=C/c3ccc(O)cc3)n2)cc1,-1.2,-3.5,.,3.8,.,0.1,-13.2,0.0

# Source: PubChem (Broad Institute)
